FadD28 binding = inhibitors of FadD28 bisubstrate probe binding, primary screen, biochemical, fluorescence polarization, single point; Mycobacterium tuberculosis FadD28 fatty-acid-AMP ligase; inhibition, % at 12.5 µM; 360,000 tested, 0.22% active; AID 588549, 2011; in the data active = inhibition above about 8.5%, passing the limit was not always enough; inconclusive = no clear call, values can overlap the other calls
Mtb UGM inh = M. tuberculosis UGM enzyme inhibitors, primary screen, biochemical, fluorescence polarization, single point. UDP-galactopyranose mutase (Mycobacterium tuberculosis (strain ATCC 25618 / H37Rv)), …. purified UGM, fluorescence polarization probe displacement. inhibition, % at 10 µM. 320,000 tested, 0.06% active. AID 504406, 2011; in the data active = inhibition above about 10%, passing the limit was not always enough; inconclusive = no clear call, values can overlap the other calls
BoNT F protease = BoNT/F light chain protease inhibitors, primary screen, biochemical, flow cytometry, MLPCN library. Multiplex microsphere protease cleavage assay. Botulinum neurotoxin type F light chain protease (Clostridium botulinum). 360,000 tested, 0.22% active. inhibition, % at 10 µM; in the data active = inhibition above about 35%, passing the limit was not always enough; inconclusive = no clear call, values can overlap the other calls; also: plate controls were buffer without enzyme for full effect and enzyme alone for no effect
Mtb FBA inh = Mtb FBA enzyme inhibitors, primary screen, biochemical, fluorescence, strain H37Rv | 360,000 tested, 2.3% active | Fructose-bisphosphate aldolase (Mycobacterium tuberculosis (strain ATCC 25618 / H37Rv)), … | inhibition, % at 1 µM | AID 588726, 2011 | purified M. tuberculosis FBA, fluorescence read-out; in the data active = inhibition above about 27%;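 also: 0% = vehicle and 100% = reference inhibitor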
Anthrax LF inh2 = Bacillus anthracis LF protease inhibitors, primary screen, biochemical, multiplex microsphere, MLPCN library. 360,000 tested, 0.12% active. inhibition, % at 10 µM. AID 588501, 2011. Lethal factor (Bacillus anthracis), P15917. multiplex microsphere protease cleavage assay; also: plate controls were buffer without enzyme for full effect and enzyme alone for no effect
Target sequence (P15917 whole entry, looked up): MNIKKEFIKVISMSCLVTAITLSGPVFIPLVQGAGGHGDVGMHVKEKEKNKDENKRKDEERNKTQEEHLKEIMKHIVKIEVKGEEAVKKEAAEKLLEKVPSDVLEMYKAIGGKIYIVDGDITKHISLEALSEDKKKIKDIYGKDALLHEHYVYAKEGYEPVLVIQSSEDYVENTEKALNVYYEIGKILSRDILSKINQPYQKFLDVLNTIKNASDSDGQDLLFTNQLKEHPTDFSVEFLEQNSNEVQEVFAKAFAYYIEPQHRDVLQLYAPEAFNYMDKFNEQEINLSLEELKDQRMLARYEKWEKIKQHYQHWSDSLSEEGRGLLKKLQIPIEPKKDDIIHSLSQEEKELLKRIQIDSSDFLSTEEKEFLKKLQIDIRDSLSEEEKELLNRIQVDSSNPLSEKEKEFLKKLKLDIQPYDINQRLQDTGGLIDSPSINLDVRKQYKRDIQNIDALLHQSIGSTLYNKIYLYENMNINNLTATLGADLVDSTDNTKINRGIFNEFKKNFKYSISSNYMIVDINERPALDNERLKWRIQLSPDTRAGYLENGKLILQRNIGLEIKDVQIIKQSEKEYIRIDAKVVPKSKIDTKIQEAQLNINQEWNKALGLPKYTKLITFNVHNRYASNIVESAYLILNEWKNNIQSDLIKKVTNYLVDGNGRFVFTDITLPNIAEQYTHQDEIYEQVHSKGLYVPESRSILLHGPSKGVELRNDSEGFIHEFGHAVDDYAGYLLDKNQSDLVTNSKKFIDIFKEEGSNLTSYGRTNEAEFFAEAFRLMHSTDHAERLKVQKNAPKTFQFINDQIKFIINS
BioA inh = M. tuberculosis BioA enzyme inhibitors, primary screen, biochemical, plate reader, single point, HTS; 7,8-diaminopelargonic acid synthase BioA (Mycobacterium tuberculosis); purified M. tuberculosis BioA enzyme; inhibition, % at 9.99 µM; 360,000 tested, 0.096% active; in the data active = inhibition above about 40%; inconclusive = no clear call, values can overlap the other calls
PfHsp40 yeast = rescue of yeast from PfHsp40 toxicity, primary screen, S. cerevisiae, ATP luminescence | S. cerevisiae expressing PfHsp40, growth rescue | growth rescue, % at 12.5 µM | 340,000 tested, 0.68% active | AID 504582, 2011; in the data active = growth rescue above about 28%, passing the limit was not always enough; inconclusive = no clear call, values can overlap the other calls;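 also: yeast W303a lacking pdr1 and pdr3 grown in galactose medium; growth measured after three days at 30 °C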
BoNT A protease = BoNT/A light chain protease inhibitors, primary screen, biochemical, flow cytometry, MLPCN library; Botulinum neurotoxin type A light chain protease (Clostridium botulinum A str. ATCC 3502); multiplex microsphere protease substrate cleavage; inhibition, % at 10 µM; 360,000 tested, 0.17% active; AID 588499, 2011; also: plate controls were buffer without enzyme for full effect and enzyme alone for no effect
GDH-TPI inh = GDH-TPI coupling enzyme inhibitors, primary screen, artefact control for M. tuberculosis FBA inhibitor project, biochemical, absorbance, full deck. GDH-TPI coupled enzyme counterscreen, NADH absorbance. inhibition, % at 4.8 µM. 360,000 tested, 1.2% active; in the data active = inhibition above about 30%;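 also: 0% = DMSO wells and 100% = wells lacking the enzyme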
* hit, by the source's call. Rule as the data show it, unless noted: active = inhibition above about 30%; inconclusive = no clear call, values can overlap the other calls; inactive = below that. Compounds were not picked by outcome, and some 4.7% of all compounds hit somewhere here.

Screening COc1ccc(S(=O)(=O)N(C)c2ccc(C(=O)NCc3ccccn3)cc2)cc1 returned FadD28 binding -0.7, Mtb UGM inh 4.4, BoNT F protease -7, Mtb FBA inh -1, Anthrax LF inh2 6, BioA inh 1.2, PfHsp40 yeast 0.0, BoNT A protease -0.4 and GDH-TPI inh 1.
For CC(C#N)(NC(=O)CN1CCN(S(=O)(=O)c2ccc(Br)cc2Cl)CC1)C1CC1 (stereo unspecified) the results were FadD28 binding -4.0, Mtb UGM inh -3.5, BoNT F protease -7, Mtb FBA inh -2, Anthrax LF inh2 -6, BioA inh 0.4, PfHsp40 yeast -0.4, BoNT A protease -0.1 and GDH-TPI inh -13.
`COc1cc2c(cc1OC)C(c1ccc(Br)cc1)N(C(=O)c1ccccc1C(=O)O)CC2` (stereo unspecified) gave FadD28 binding -0.1, Mtb UGM inh 0.6, BoNT F protease inconclusive, Mtb FBA inh 1, Anthrax LF inh2 -4, BioA inh -0.6, PfHsp40 yeast 0.4, BoNT A protease -4.8 and GDH-TPI inh 3.
`O=C(Cn1cnc2c(cnn2-c2ccc(F)cc2)c1=O)N1CCN(c2ccccc2F)CC1` gave FadD28 binding 1.0, Mtb UGM inh 1.3, BoNT F protease 1, Mtb FBA inh 1, Anthrax LF inh2 -6, PfHsp40 yeast -1.0, BoNT A protease -0.1 and GDH-TPI inh 11.
C=C(C)c1cccc(C(C)(C)NC(=O)N2CCN(C)CC2)c1 was read as FadD28 binding -2.5, Mtb UGM inh -1.7, BoNT F protease inconclusive, Mtb FBA inh 1, Anthrax LF inh2 -5, BioA inh -1.1, PfHsp40 yeast 0.2, BoNT A protease 0.6 and GDH-TPI inh 2.
CC1CC(C)CN(CCCNC(=O)CCNC(=O)Cn2ccc3ccccc3c2=O)C1 (stereo unspecified) was read as FadD28 binding -1.6, Mtb UGM inh -1.2, BoNT F protease 10, Mtb FBA inh 1, Anthrax LF inh2 10, BioA inh -0.9, PfHsp40 yeast -0.6, BoNT A protease 2.8 and GDH-TPI inh 10.
`CC1C(=O)N(Cc2cn(CCC3OCCCO3)nn2)CCS(=O)(=O)N1Cc1ccc(-c2ccccc2)cc1` (stereo unspecified) gave FadD28 binding -2.0, BoNT F protease -1, Mtb FBA inh -1, Anthrax LF inh2 -3, BioA inh 0.7, BoNT A protease -0.3 and GDH-TPI inh -4.
For CC(C)CC(=NNC(=O)c1ccncc1)c1cc(Cl)ccc1O the results were FadD28 binding 6.3, BoNT F protease -9, Mtb FBA inh -7, Anthrax LF inh2 -10, BioA inh -1.3, PfHsp40 yeast 0.9, BoNT A protease 0.6 and GDH-TPI inh 17.
`OCCCNc1cc(-c2ccccc2)nc2cc(-c3ccc(F)cc3)nn12` gave FadD28 binding -1.8, Mtb UGM inh -2.3, BoNT F protease 15, Mtb FBA inh 59*, Anthrax LF inh2 -6, BioA inh -1.6, PfHsp40 yeast 3.5, BoNT A protease -1.5 and GDH-TPI inh 15.
Screening CCOc1ncccc1C(=O)Nc1cc(S(=O)(=O)N2CCCCC2)ccc1OC returned FadD28 binding 0.1, BoNT F protease -9, Mtb FBA inh -1, Anthrax LF inh2 -12, BioA inh -1.0, PfHsp40 yeast -2.3, BoNT A protease -0.9 and GDH-TPI inh 0.
Cc1ccc(OCCCNCCO)c(Br)c1 was read as FadD28 binding -3.4, Mtb UGM inh 4.4, BoNT F protease -25, Mtb FBA inh -6, Anthrax LF inh2 -2, BioA inh 0.4, PfHsp40 yeast 0.9, BoNT A protease -0.5 and GDH-TPI inh 9.
Screening CCCNC(=O)C1(C)CCCN(C(=O)c2cc(C(C)(C)C)nn2C)C1 (stereo unspecified) returned FadD28 binding 1.5, BoNT F protease 0, Mtb FBA inh -1, Anthrax LF inh2 -9, BioA inh -1.2, BoNT A protease 0.1 and GDH-TPI inh 5.
Screening O=C(CC(=O)Nc1ccc(Cl)cc1Cl)Nc1ccc(Cl)cc1Cl returned FadD28 binding -2.5, Mtb UGM inh -2.6, BoNT F protease 23, Mtb FBA inh 3, Anthrax LF inh2 14, BioA inh -0.8, PfHsp40 yeast -0.8, BoNT A protease -1.8 and GDH-TPI inh 4.
For CCC(C)(C)N(C(=O)CCC(=O)Nc1cc(C)on1)C(C(=O)NC(C)(C)C)c1ccc(OC)cc1 (stereo unspecified) the results were FadD28 binding 0.5, Mtb UGM inh -1.3, BoNT F protease 1, Mtb FBA inh 0, Anthrax LF inh2 -9, BioA inh -1.5, PfHsp40 yeast -2.3, BoNT A protease -5.8 and GDH-TPI inh -4.
Screening CC(CC(=O)NC1CCCC1)c1ccccc1 (stereo unspecified) returned FadD28 binding -1.6, Mtb UGM inh 0.8, BoNT F protease -24, Mtb FBA inh -15, Anthrax LF inh2 5, BioA inh -0.6, PfHsp40 yeast 0.3, BoNT A protease 0.6 and GDH-TPI inh -6.
Screening O=C(c1ccc(=O)[nH]n1)N1CCN(S(=O)(=O)c2ccccc2F)CC1 returned FadD28 binding -0.1, Mtb UGM inh 3.3, BoNT F protease -1, Mtb FBA inh -2, Anthrax LF inh2 -7, BioA inh -0.4, PfHsp40 yeast 1.1, BoNT A protease -3.2 and GDH-TPI inh 0.
Screening Cc1cccc(C)c1NC1=C(Cl)C(=O)OC1OC(C)C (stereo unspecified) returned FadD28 binding -1.7, Mtb UGM inh 4.6, BoNT F protease -2, Mtb FBA inh 2, Anthrax LF inh2 -3, PfHsp40 yeast -1.5, BoNT A protease -0.3 and GDH-TPI inh -4.
Cc1ccc(SC(c2ccccc2)C(Cn2cncn2)C(=O)c2ccccc2)cc1 (stereo unspecified) was read as FadD28 binding -2.9, Mtb UGM inh 0.7, BoNT F protease -1, Mtb FBA inh -1, Anthrax LF inh2 6, BioA inh -1.2, PfHsp40 yeast -0.9, BoNT A protease 0.1 and GDH-TPI inh -6.
`CCC(=O)c1ccc(N2CCN(S(=O)(=O)c3ccccc3)CC2)c(F)c1` gave FadD28 binding -1.9, Mtb UGM inh 1.4, BoNT F protease -4, Mtb FBA inh 0, Anthrax LF inh2 -3, PfHsp40 yeast -0.7, BoNT A protease -0.6 and GDH-TPI inh -6.
Screening O=C(Cc1ccc(F)cc1)N[C@@H]1c2ccccc2CC[C@H]1OCc1ccccc1 returned FadD28 binding -1.8, BoNT F protease -3, Mtb FBA inh -2, Anthrax LF inh2 -5, BioA inh -0.8, PfHsp40 yeast -0.2, BoNT A protease -0.4 and GDH-TPI inh 9.
For CN(C)S(=O)(=O)N1CCN(CC(O)COc2ccc3cc(Br)ccc3c2)CC1 (stereo unspecified) the results were FadD28 binding -1.1, Mtb UGM inh -2.8, BoNT F protease 7, Mtb FBA inh 4, Anthrax LF inh2 -2, BioA inh 0.5, PfHsp40 yeast 0.1, BoNT A protease -0.2 and GDH-TPI inh -2.
`CCCCOc1ccc(C(=O)Nc2ccc3c(c2)C(=O)NC3=O)cc1` gave FadD28 binding 0.4, Mtb UGM inh 3.1, BoNT F protease 4, Mtb FBA inh 7, Anthrax LF inh2 -8, BioA inh -2.3, PfHsp40 yeast 0.9, BoNT A protease -0.2 and GDH-TPI inh 17.
For CCOC(=O)c1ccc(S(=O)(=O)N2CCN(CC3CC=CCC3)CC2)cc1 (stereo unspecified) the results were FadD28 binding -1.2, Mtb UGM inh -0.4, BoNT F protease 7, Mtb FBA inh 7, Anthrax LF inh2 -8, BioA inh 0.5, PfHsp40 yeast -1.5, BoNT A protease inconclusive and GDH-TPI inh -4.
Screening CC1CCN(CCCNC(=O)CN2C(=O)CSc3ccc(S(=O)(=O)N4CCOCC4)cc32)CC1 returned FadD28 binding 0.1, Mtb UGM inh -2.0, BoNT F protease 0, Mtb FBA inh 2, Anthrax LF inh2 2, BioA inh -0.4, PfHsp40 yeast 0.8, BoNT A protease 2.0 and GDH-TPI inh -3.

The list goes on (four carried over from the part before).
For CN(C)S(=O)(=O)N1CCN(CC(O)COc2ccc3cc(Br)ccc3c2)CC1 (stereo unspecified) the results were FadD28 binding -1.1, Mtb UGM inh -2.8, BoNT F protease 7, Mtb FBA inh 4, Anthrax LF inh2 -2, BioA inh 0.5, PfHsp40 yeast 0.1, BoNT A protease -0.2 and GDH-TPI inh -2.
`CCCCOc1ccc(C(=O)Nc2ccc3c(c2)C(=O)NC3=O)cc1` gave FadD28 binding 0.4, Mtb UGM inh 3.1, BoNT F protease 4, Mtb FBA inh 7, Anthrax LF inh2 -8, BioA inh -2.3, PfHsp40 yeast 0.9, BoNT A protease -0.2 and GDH-TPI inh 17.
For CCOC(=O)c1ccc(S(=O)(=O)N2CCN(CC3CC=CCC3)CC2)cc1 (stereo unspecified) the results were FadD28 binding -1.2, Mtb UGM inh -0.4, BoNT F protease 7, Mtb FBA inh 7, Anthrax LF inh2 -8, BioA inh 0.5, PfHsp40 yeast -1.5, BoNT A protease inconclusive and GDH-TPI inh -4.
Screening CC1CCN(CCCNC(=O)CN2C(=O)CSc3ccc(S(=O)(=O)N4CCOCC4)cc32)CC1 returned FadD28 binding 0.1, Mtb UGM inh -2.0, BoNT F protease 0, Mtb FBA inh 2, Anthrax LF inh2 2, BioA inh -0.4, PfHsp40 yeast 0.8, BoNT A protease 2.0 and GDH-TPI inh -3.
`O=C(O)CCc1ccc(-c2ccc(Cl)cc2)n1CC(=O)Nc1ccccc1` gave FadD28 binding 1.3, Mtb UGM inh 2.7, BoNT F protease 23, Mtb FBA inh 8, Anthrax LF inh2 7, BioA inh -1.6, PfHsp40 yeast -0.4, BoNT A protease 0.1 and GDH-TPI inh 1.
For Cc1ccc(N2CC(C(N)=O)CC2=O)cc1 (stereo unspecified) the results were FadD28 binding 0.7, Mtb UGM inh 2.0, BoNT F protease 4, Mtb FBA inh 3, Anthrax LF inh2 4, BioA inh -0.7, PfHsp40 yeast 0.4, BoNT A protease inconclusive and GDH-TPI inh -8.
Screening Cc1nn(-c2ccccc2)c(C)c1C(=O)Nc1nnc(-c2ccco2)o1 returned FadD28 binding -3.4, Mtb UGM inh -0.5, BoNT F protease 0, Mtb FBA inh -1, Anthrax LF inh2 0, BioA inh 17, PfHsp40 yeast -0.9, BoNT A protease 0.1 and GDH-TPI inh -8.
`COc1ccccc1N(CC(=O)NC1CCCCC1)C(=O)CCC(=O)Nc1nccs1` gave FadD28 binding -1.7, Mtb UGM inh -0.6, BoNT F protease 5, Mtb FBA inh 3, Anthrax LF inh2 11, BioA inh 0.4, PfHsp40 yeast -0.8, BoNT A protease 0.9 and GDH-TPI inh -10.
For CC(C)(C)OC(=O)N1Cc2cc3ccccc3nc2C1 the results were FadD28 binding -1.1, BoNT F protease -7, Mtb FBA inh 2, Anthrax LF inh2 5, BioA inh 0.1, BoNT A protease 0.1 and GDH-TPI inh 4.
For Cc1cc(C(=O)OCC(=O)N2CCc3ccccc32)c(C)o1 the results were FadD28 binding 0.3, Mtb UGM inh -0.5, BoNT F protease 2, Mtb FBA inh 1, Anthrax LF inh2 -3, BioA inh -0.3, PfHsp40 yeast -0.9, BoNT A protease -1.3 and GDH-TPI inh -6.
`CCc1ccc(S(=O)(=O)NCc2csc(C)n2)s1` gave FadD28 binding -3.4, Mtb UGM inh 1.1, BoNT F protease 13, Mtb FBA inh 4, Anthrax LF inh2 -1, BioA inh -0.7, PfHsp40 yeast -0.2, BoNT A protease 0.6 and GDH-TPI inh 5.

Screens: PubChem, several laboratories
